# GIRK2 activator: activators of NPY4-receptor-primed GIRK2 channels, summary, cell-based, HEK293, thallium flux; G protein-activated inward rectifier potassium channel 2 (Homo sapiens), P48051; HEK293 GIRK2/NPY4 cells, thallium flux fluorescence; activation (% efficacy), % for hits at 37.5 µM; 34,000 tested, under 10 active; AID 1259324, 2017;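 active = primary screen hit, no activity in plain HEK293 cells, and in GIRK2-only cells above 5% efficacy rising with concentration; inactive = the rest, including fluorescent compounds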;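 note: efficacy is normalized control-subtracted fluorescence 15 s after thallium addition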
# Target sequence (P48051 whole entry, looked up): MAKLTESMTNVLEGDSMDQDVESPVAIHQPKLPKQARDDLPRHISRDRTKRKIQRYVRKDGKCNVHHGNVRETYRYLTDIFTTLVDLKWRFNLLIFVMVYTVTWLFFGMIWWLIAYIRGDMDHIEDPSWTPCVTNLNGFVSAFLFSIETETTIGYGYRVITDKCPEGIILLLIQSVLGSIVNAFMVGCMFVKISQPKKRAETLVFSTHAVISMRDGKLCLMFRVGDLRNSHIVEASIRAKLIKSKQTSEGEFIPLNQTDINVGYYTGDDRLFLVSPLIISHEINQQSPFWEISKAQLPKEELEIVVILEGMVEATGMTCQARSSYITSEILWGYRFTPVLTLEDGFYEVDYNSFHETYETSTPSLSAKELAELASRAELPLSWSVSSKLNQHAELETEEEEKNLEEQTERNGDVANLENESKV
# Calls only; i = inactive.
SMILES,GIRK2 activator
Cc1ccccc1-n1nnnc1SCC(=O)Nc1sc2c(c1C#N)CCCC2,i
CN(C)C(=O)c1cc2n(n1)CCCO2,i
CCOc1ccc(C(=O)Nc2ccc(N3CCCCC3=O)cc2)cc1OCC,i
CC(=O)c1ccc(NC(=O)c2cc(N3C(=O)C(C)(C)CS3(=O)=O)ccc2Cl)cc1,i
COc1ccccc1OCC(O)CN1C(C)(C)CCCC1(C)C (stereo not drawn),i
Cn1nnc2c(SCC(=O)Nc3cccc(Cl)c3)ncnc21,i
COc1ccc(NC(=O)Cn2nc3ccc(C(=O)Nc4cccc(C)c4)cn3c2=O)c(OC)c1,i
Cc1nnsc1C(=O)NCCNc1ccc(Nc2ccncc2)nn1,i
CSc1ccccc1Nc1ncnc2c1nnn2C,i
Cc1cccc2sc(N(Cc3ccccn3)C(=O)C3CCCN(S(C)(=O)=O)C3)nc12 (stereo not drawn),i
CCCCC(=O)Nc1cccc(-n2c(C)nc3ccccc3c2=O)c1,i
COc1ccc(-c2noc(-c3ccc(=O)n(CC(=O)N4CCN(c5ccccc5)CC4)c3)n2)cc1,i
O=C(Cn1cnc(-c2ccc(F)cc2)cc1=O)c1ccc(Cl)cc1,i
Cc1nc(NCCNC(=O)Nc2cccc(C)c2C)cc(N2CCOCC2)n1,i
O=C(CSc1ccccc1)N(CCN1CCOCC1)c1nc2c(Cl)cccc2s1,i
CC1CC(=O)Nc2c1c(NC(=O)CCS(=O)(=O)c1ccccc1)nn2C (stereo not drawn),i
COc1cccc(CNC(=O)Cc2csc(NC(=O)C3CCC(=O)N3)n2)c1 (stereo not drawn),i
Cc1ccccc1NC(=O)NCCNC(=O)c1ccc(NC(=O)C(C)(C)C)cc1,i
Cc1cc(S(=O)(=O)N2CCN(CCO)CC2)ccc1F,i
Cc1cc(CN2CCC(CNS(=O)(=O)CCc3ccccc3)CC2)c(C)o1,i
Cc1ccccc1NC(=O)c1nnn(-c2ccc(F)cc2)c1N,i
COc1cc(C(C)=O)ccc1OCC(O)CN1CCCC1 (stereo not drawn),i
COc1ccc(-n2nnc(C(=O)N3CCOCC3)c2C)cc1Cl,i
Cc1noc(CNC(=O)C2CN(c3nc4ccccc4s3)C2)n1,i
COc1ccc2nc(-c3cccc(NC(=O)Cc4ccccc4)c3)cn2n1,i
Cc1cc(C)c2sc(N(CCCN(C)C)C(=O)c3ccno3)nc2c1,i
CCOc1ccccc1NC(=O)C(=O)NCc1nc(-c2ccccc2)no1,i
Cc1noc(CNC(=O)c2ccc(Cl)cc2Cl)n1,i
O=C1S/C(=C\c2ccccc2)C(=O)N1c1ccc(F)cc1,i
O=C(NCCn1nc(-c2ccco2)ccc1=O)C1CN(C(=O)c2cnccn2)C1,i
CCc1ccccc1NC(=O)NCCNC(=O)c1ccc(NC(=O)C2CC2)cc1,i
NC(=O)c1ccc(NC(=O)c2ccc(=O)n(Cc3ccccc3Cl)c2)cc1,i
COc1ccc(CN(CC(=O)NC2CCCC2)S(=O)(=O)c2cccnc2)cc1,i
COc1ccc(OC)c2sc(N(Cc3ccccn3)C(=O)c3ccno3)nc12,i
CC(C)n1ccc(-c2nnc(NC(=O)C(C)(C)C)o2)n1,i
CCc1ccc(S(=O)(=O)Nc2ccc3c(c2)N(C(=O)C2CC2)CC3)s1,i
COc1ccc(Nc2nc(NCC3CCCO3)nc(C)c2[N+](=O)[O-])cc1 (stereo not drawn),i
CC(O)(CNC(=O)c1ccco1)c1ccc2c(c1)OCO2 (stereo not drawn),i
Cc1nnsc1C(=O)N1CCC(CNC(=O)C(=O)Nc2ccc3c(c2)OCCO3)CC1,i
C=C=Cn1c(C2CC(=O)N(c3ccc(CC)cc3)C2)nc2ccccc21 (stereo not drawn),i
O=C(CSCc1ccccc1)NCC(O)(c1ccco1)C1CC1 (stereo not drawn),i
O=C(NCCC(O)c1ccco1)Nc1ccccc1Cl (stereo not drawn),i
CCN1C(=O)c2cccc3c(NC(=O)CCCSCc4ccccc4)ccc1c23,i
COc1cc(C(=O)Nc2cc3c4c(c2)CC(=O)N4CCC3)cc(OC)c1OC,i
Cc1cc(CN2CCC(CNC(=O)C(=O)NCCC3=CCCCC3)CC2)c(C)o1,i
CCOC(=O)C(=O)NCC1CCCN1S(=O)(=O)c1cccs1 (stereo not drawn),i
COc1cc(-c2ccc(=O)n(CC(=O)Nc3ccc(C(F)(F)F)cc3)n2)cc(OC)c1OC,i
COc1ccc(NC(=O)c2cccc(Oc3ccc(C)nn3)c2)c(OC)c1,i
CCc1ccc(N2C(=O)N(CC(=O)NCc3cccc(OC)c3)c3ccccc3S2(=O)=O)cc1,i
Cc1cc(C(=O)N(CCN2CCOCC2)c2nc3ccc(F)cc3s2)on1,i

# Next structures.
SMILES,GIRK2 activator
COc1ccc(CC(=O)NCCNC(=O)c2ccc(NC(C)=O)cc2)cc1OC,i
CC1CN(C(=O)c2cc3c(=O)n(C)c(=O)n(C)c3s2)CC(C)O1 (stereo not drawn),i
O=C(Cc1ccc(Cl)cc1)N1CCN(c2ncnc3c2nnn3-c2cccc(F)c2)CC1,i
COc1ccc(OCC(=O)NCCOc2cc(C)cc(C)c2)cc1,i
CCSc1nc(-c2ccccc2)c(NC(=O)CC)s1,i
CCSc1ccc(C(=O)Nc2nc3c(s2)CN(CC)CC3)cc1,i
COc1cccc2cc(C(=O)NCCn3nc(-c4cccnc4)ccc3=O)oc12,i
COc1ccc(N2C(=O)N(c3ccc(C)c(Cl)c3)C3CS(=O)(=O)CC32)cc1 (stereo not drawn),i
CS(=O)(=O)N1CCCc2ccc(NC(=O)C(=O)NC3CCCC3)cc21,i
O=C(NNC(=O)c1cccn(Cc2ccc(Cl)c(Cl)c2)c1=O)c1ccccc1,i
COc1ccc(OC)c2sc(N(Cc3ccccc3)C(=O)c3ccn(C)n3)nc12,i
COc1cc(C(=O)N2CCN(c3ccc(N4CCC(C)CC4)nn3)CC2)cc(OC)c1OC,i
Cc1ccc(F)cc1NC=C1C(=O)OC2(CCCCC2)OC1=O,i
Cc1cc(S(=O)(=O)N2CCN(CCO)CC2)ccc1Cl,i
CN(C(=O)c1cccc(F)c1)C1(C)CCS(=O)(=O)C1 (stereo not drawn),i
COc1ccc(NC(=O)N2c3ccccc3CC2C(N)=O)cc1 (stereo not drawn),i
N#Cc1ccccc1NC(=O)C(=O)NCCc1cn2c(n1)SCC2,i
CCOC(CNC(=O)C(=O)NCC1COC2(CCCC2)O1)OCC (stereo not drawn),i
Cc1ccc(-c2ccc(=O)n(CCCNC(=O)COc3ccc(Cl)cc3)n2)cc1,i
CC(=O)NNC(=O)CNS(=O)(=O)c1ccc(C)cc1,i
CCc1nnc2ccc(N3CCN(S(=O)(=O)c4ccc5c(c4)OCCO5)CC3)nn12,i
COc1ccc(-c2cc(CC(=O)NCc3ccco3)no2)cc1OC,i
CN(Cc1cc(=O)[nH]c2ccccc12)C(=O)c1ccc(-c2ccccc2Cl)o1,i
Cc1cc(C)cc(C(=O)NCCn2ncc3c(N4CCCCCC4)ncnc32)c1,i
O=C(CSC1CCCC1)Nc1cccc(-c2ccc(N3CCOCC3)nn2)c1,i
Cn1nnc2c(=O)n(CC(=O)c3ccc(Cl)cc3)cnc21,i
COc1ccc(NC(=O)CC2=NS(=O)(=O)c3ccccc3N2)cc1OC,i
Cc1nc2c(-c3ccccc3)c(C)[nH]n2c(=O)c1CCC(=O)O,i
COc1cccc(CNC(=O)C2CCCN(c3ccc(Sc4ccc(C)cc4)nn3)C2)c1 (stereo not drawn),i
O=C(COc1ccc(Cl)cc1)Nc1ccc(CC(=O)N2CCCC2)cc1,i
CSCCC(C)(O)CNC(=O)Cc1cccc2ccccc12 (stereo not drawn),i
Cc1nnsc1C(=O)Nc1onc2c1CSC2,i
COCC(C)NC(=O)C(=O)Nc1c2c(nn1-c1ccc(OC)cc1)CS(=O)(=O)C2 (stereo not drawn),i
NS(=O)(=O)c1ccc(CCNC(=O)Cn2cnc(-c3ccccc3)cc2=O)cc1,i
COc1ccc(-c2ccc(N3CCC(C(=O)NCCc4c[nH]c5ccccc45)CC3)nn2)cc1,i
COCCNC(=O)Cc1ccc(NS(=O)(=O)c2ccc(F)c(Cl)c2)cc1,i
O=C(CCN1C(=O)c2ccccc2S1(=O)=O)Nc1ccccc1Cl,i
O=C(CSc1nc(=O)n(CC2CCCO2)c2c1CCC2)N1CCN(c2ccccc2)CC1 (stereo not drawn),i
CC(=O)N1CCc2ccc(NS(=O)(=O)c3ccc(F)c(Cl)c3)cc21,i
CSc1ccccc1C(=O)NCC1(O)CCCC1,i
O=C(NCc1ccc2c(c1)OCO2)C(=O)NCC1CCN(C(=O)Oc2ccccc2)CC1,i
COc1cccc(NC(=O)c2ccc(=O)n(Cc3ccccc3Cl)c2)c1,i
CC(C)CN(C1CCS(=O)(=O)C1)S(C)(=O)=O (stereo not drawn),i
CC(=O)Nc1ccc(C(=O)NCCNC(=O)c2ccc(S(=O)(=O)N(C)C)cc2)cc1,i
Cc1csc(NC(=O)Cc2cc(-c3cccs3)on2)n1,i
CCC(C(=O)N1CCN(CCn2ccnc2)CC1)c1ccccc1 (stereo not drawn),i
CCN(CC)CCNC(=O)COc1ccc(Cl)cc1Cl,i
C=CCNC(=O)c1snc(-c2cccc(F)c2)c1N,i
Cc1ccccc1Cn1cc(C(=O)Nc2ccc(C(C)C)cc2)ccc1=O,i
COc1ccc(F)cc1S(=O)(=O)N1CCN(Cc2nc(-c3ccco3)cs2)CC1,i

# Later entries
SMILES,GIRK2 activator
CCNS(=O)(=O)CCCOc1ccc2c(c1)OCO2,i
Cc1ccccc1Cn1nc2ccc(S(=O)(=O)N3CCCCC3)cn2c1=O,i
COc1ccc(C(=O)N2CCN(c3ccc(Nc4cc(C)ccn4)nn3)CC2)cc1OC,i
O=C(NCC1CCCO1)c1csc(Nc2ccccc2)n1 (stereo not drawn),i
COC(=O)c1ccc(Cl)c(NC(=O)CCc2sc(C)nc2-c2cccs2)c1,i
CCS(=O)(=O)N1CCN(c2ccc(Nc3cccc(C)n3)nn2)CC1,i
O=S(=O)(NCC(O)(c1ccco1)C1CC1)c1ccc2c(c1)OCCO2 (stereo not drawn),i
COc1cccc(S(=O)(=O)NCC2(O)CCCC2)c1,i
CCOc1ccc(-c2noc(-c3ccc(CS(=O)(=O)c4ccc(OC)c(OC)c4)o3)n2)cc1,i
CS(=O)(=O)N1CCC(C(=O)Nc2nc(-c3cc4ccccc4o3)cs2)CC1,i
Cn1c(=O)c2c(SCC(=O)NCc3ccccc3Cl)ccnc2n(C)c1=O,i
O=C(Nc1ccc2c(c1)OCO2)c1ncccn1,i
Cc1ccc2sc(N(Cc3ccccn3)C(=O)c3ccno3)nc2c1C,i
COc1cc(N2CCN(C(=O)Nc3cccc(C)c3C)CC2)nc(OC)n1,i
NS(=O)(=O)c1ccc(NC(=O)c2ccc(S(=O)(=O)N3CCCC3)o2)cc1,i
Cc1ccccc1NC(=O)CSc1cc(N2CCCC2)ncn1,i
Cc1ccc(-n2c(=S)sc3c(=O)n(C)c(SCC(=O)NCc4ccccc4)nc32)cc1,i
COC(=O)c1ccc(CSc2n[nH]c(=O)c3cc(-c4cccs4)nn23)o1,i
O=C(NCCN1CCOC(c2ccccc2)C1)c1ccc(Cl)cc1 (stereo not drawn),i
COc1ccc(S(=O)(=O)N2CCN(c3ccc(-c4ccco4)nn3)CC2)cc1F,i
COc1cccc(OCC(=O)Nc2cc(C3CC3)nn2-c2nc(C(C)C)cc(=O)[nH]2)c1,i
Cc1cc(C)n(CC(=O)Nc2ccc(Cl)nc2)n1,i
O=C(Cc1nnc(-c2cnccn2)o1)N1CCc2ccccc2C1,i
COc1ccc(NC(=O)NCCCn2nc(-c3ccccc3)ccc2=O)cc1OC,i
CSc1ccccc1NC(=O)C(=O)NCCn1nc(-c2ccco2)ccc1=O,i
O=S(=O)(c1cccs1)N1CCN(Cc2nnnn2-c2ccc(F)cc2)CC1,i
O=C(NCCn1nc(-c2cccs2)ccc1=O)Nc1cccs1,i
COC(=O)c1sc(NC(=O)c2ccc(-c3ccccc3)cc2)c(C#N)c1C,i
CS(=O)(=O)Nc1ccccc1C1=NN(C(=O)c2ccccc2)C(c2ccco2)C1 (stereo not drawn),i
Cc1ccccc1-c1cn(CC(=O)NCc2ccc(F)c(Cl)c2)nc1N1CCOCC1,i
Cc1cc(C)n(CC(=O)Nc2ccccc2C(F)(F)F)c(=O)c1S(=O)(=O)c1ccccc1,i
Cc1ccc(-c2nnc(NC(=O)C(C)(C)C)o2)cc1C,i
CCn1ccnc1N1CCN(C(=O)c2cccc(C)c2)CC1,i
O=C(c1cccs1)N1CCN(c2ccc(-c3ccc(Cl)cc3)nn2)CC1,i

# Shown as tab-separated lines: part of the list above
SMILES	GIRK2 activator
CCCCC(=O)Nc1cccc(-n2c(C)nc3ccccc3c2=O)c1	i
COc1ccc(-c2noc(-c3ccc(=O)n(CC(=O)N4CCN(c5ccccc5)CC4)c3)n2)cc1	i
O=C(Cn1cnc(-c2ccc(F)cc2)cc1=O)c1ccc(Cl)cc1	i
Cc1nc(NCCNC(=O)Nc2cccc(C)c2C)cc(N2CCOCC2)n1	i
O=C(CSc1ccccc1)N(CCN1CCOCC1)c1nc2c(Cl)cccc2s1	i
CC1CC(=O)Nc2c1c(NC(=O)CCS(=O)(=O)c1ccccc1)nn2C (stereo not drawn)	i
COc1cccc(CNC(=O)Cc2csc(NC(=O)C3CCC(=O)N3)n2)c1 (stereo not drawn)	i
Cc1ccccc1NC(=O)NCCNC(=O)c1ccc(NC(=O)C(C)(C)C)cc1	i
Cc1cc(S(=O)(=O)N2CCN(CCO)CC2)ccc1F	i
Cc1cc(CN2CCC(CNS(=O)(=O)CCc3ccccc3)CC2)c(C)o1	i
Cc1ccccc1NC(=O)c1nnn(-c2ccc(F)cc2)c1N	i
COc1cc(C(C)=O)ccc1OCC(O)CN1CCCC1 (stereo not drawn)	i
COc1ccc(-n2nnc(C(=O)N3CCOCC3)c2C)cc1Cl	i
Cc1noc(CNC(=O)C2CN(c3nc4ccccc4s3)C2)n1	i
COc1ccc2nc(-c3cccc(NC(=O)Cc4ccccc4)c3)cn2n1	i
Cc1cc(C)c2sc(N(CCCN(C)C)C(=O)c3ccno3)nc2c1	i

# Assay outcomes as filed in PubChem BioAssay.

# Not all compounds are listed; count on the stated rates, not on these rows.
